Source: PubChem (several laboratories)
phage Ecoli inh – E. coli growth loss with phage present; growth absorbance; inhibition, % at 11.9 µM; 0.26% of 360,000 active; AID 651602; in the data active means inhibition above about 11%
CAL PDZ FP-1 – human CAL PDZ-peptide interaction inhibition; Q9HD26; purified CAL PDZ, TMR-peptide fluorescence polarization, 1 h; inhibition, % at 20 µM; 0.02% of 330,000 active; AID 504414;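 active means highest replicate inhibition of at least 40%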;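 further: plate controls were DMSO neutral control wells for no effect and unlabeled competitor peptide control wells for full effect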
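Control set: unlabelled peptide and DMSO controls / Material: purified CerCALP PDZ construct / Timing: 1 h incubation at room temperature before polarization reading / Doses: 20 µM, one dose / Detection: fluorescence polarization (mP)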
Wnt bcat act – activates Wnt/beta-catenin signaling in a reporter cell assay; 1.2% of 300,000 active; AID 743398; activator, plate reader; activation, % at 9.35 µM; in the data active means activation above about 30%, passing the limit was not always enough; inconclusive means no clear call, values can overlap the other calls;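 further: 0% = neutral control wells and 100% = positive control wells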
Tat transport – E. coli Tat transport inhibition; 0.036% of 340,000 active; inhibition, % at 10 µM; E. coli MC4100 TorA-mCherry Tat export, fluorescence;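 active means mean replicate inhibition at least 50% and at least half of replicates individually reaching 50%; inconclusive means only one of the two criteria met; inactive means neither criterion met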;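 further: exported cargo escapes ClpAP degradation while cytoplasmic cargo is degraded and loses fluorescence; 0% = median of neutral control wells and 100% = median of NaSCN control wells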
MITF act – activators of MITF-driven TRPM1 promoter activity in SK-MEL-5 cells; SK-MEL-5 TRPM1-promoter luciferase, 24 h; % of positive control, neutral wells = 0; activation, % at 12.5 µM; 0.75% of 300,000 active;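 active means mean activation of at least 80% with every replicate also reaching 80%; inconclusive means mean reaches 80% but some replicate falls short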;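 further: 0% = neutral control wells and 100% = parthenolide positive control wells; values of inactives mirror those of a sister screen read the other way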
CAL PDZ FP-2 – inhibitors of human CAL PDZ peptide binding | purified CAL PDZ, TMR-peptide fluorescence polarization, 1 h | Q9HD26 | inhibition, % at 24.9 µM | AID 602252 | 0.92% of 300,000 active;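 active means mean inhibition of at least 30% with at least half of replicates also reaching 30%; inconclusive means no clear call, values can overlap the other calls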;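 further: 0% = DMSO neutral control and 100% = excess unlabeled competitor peptide PRC23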
AddAB inh – less growth of phage-infected E. coli with AddAB. 0.29% of 330,000 active. E. coli expressing H. pylori AddAB, absorbance growth. inhibition, % at 11.9 µM. AID 435030; in the data active means inhibition above about 12%;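 further: 0% = vehicle wells of infected cells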
SR-BI DiI inh – blocks mouse SR-BI lipid uptake from DiI-HDL. inhibition, % at 12.5 µM. AID 488896. ldlA[mSR-BI] CHO cells, DiI-HDL uptake fluorescence, 3 h. 0.96% of 320,000 active;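 active means mean replicate inhibition of at least 70% and a set share of replicates each scoring 70 or more; inconclusive means meets just one of the two criteria; inactive means fails both criteria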;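 further: 0% = median of neutral control wells and 100% = median of positive control wells; values of inactives mirror those of a sister screen read the other way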
Target sequence (Q61009 whole entry, looked up): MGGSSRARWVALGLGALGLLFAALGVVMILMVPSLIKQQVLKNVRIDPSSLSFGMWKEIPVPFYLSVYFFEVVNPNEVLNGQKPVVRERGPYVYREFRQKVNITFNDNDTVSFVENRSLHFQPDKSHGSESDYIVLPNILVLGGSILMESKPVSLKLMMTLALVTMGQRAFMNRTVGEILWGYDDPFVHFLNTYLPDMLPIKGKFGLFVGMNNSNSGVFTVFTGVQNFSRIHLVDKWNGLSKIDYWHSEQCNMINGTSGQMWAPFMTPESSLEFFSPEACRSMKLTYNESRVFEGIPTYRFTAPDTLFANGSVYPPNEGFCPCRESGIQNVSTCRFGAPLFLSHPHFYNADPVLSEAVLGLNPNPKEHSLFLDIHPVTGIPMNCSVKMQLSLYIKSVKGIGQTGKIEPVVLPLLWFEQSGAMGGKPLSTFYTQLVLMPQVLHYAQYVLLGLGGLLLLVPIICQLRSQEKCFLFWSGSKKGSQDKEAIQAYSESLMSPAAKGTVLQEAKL
Ecoli viability – counter-screen for AddAB inhibitors: E. coli growth inhibition; E. coli V3065 growth, OD600 absorbance, 18 h; inhibition, % at 11.9 µM; 0.27% of 330,000 active;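 active means inhibition above the campaign's mean inhibition across all tested compounds plus 3 SD, cut at about 9.9% in these data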;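 further: uninfected addAB+ strain grown without phage in ampicillin broth; 0% = DMSO wells and 100% = ciprofloxacin 0.95 µg/ml wells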
SR-BI DiI-HDL act – SR-BI HDL lipid transfer activation; CHO ldlA[mSR-BI] cells, DiI-HDL uptake fluorescence, 3 h; 100 = double the neutral-control signal; activation, % at 12.5 µM; 0.096% of 320,000 active; AID 504775;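 active means mean replicate activation of at least 60% and every replicate at or above 60%; inconclusive means mean or all-replicate condition met, but not both; inactive means mean below 60% and not all replicates reaching 60%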;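 further: 0% = median plate neutral-control signal and 100% = twice that signal; values of inactives mirror those of a sister screen read the other way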
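material = CHO ldlA[mSR-BI] cells | medium = Ham's F12 with 0.5% BSA, HEPES 25 mM, pH 7.4 | reagent = fluorescent DiI-HDL, 10 µg/mL final | compound dosing = single-point compound dose | incubation = 3 h, 37 °C | measured by = bottom-read fluorescence, 550/595 nm | measure = HDL uptake via cellular fluorescence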
Numbers without * were called inactive; ? = inconclusive; nt = not tested or not shown.

SMILES	phage Ecoli inh	CAL PDZ FP-1	Wnt bcat act	Tat transport	MITF act	CAL PDZ FP-2	AddAB inh	SR-BI DiI inh	Ecoli viability	SR-BI DiI-HDL act
CCOc1cccc(OCCOc2ccc(C(=O)c3ccccc3)cc2)c1	5.3	-0.6	nt	-3	-4	-3	5.3	1	-0.9	-1
C/C(=N\NC(=O)c1ccn(C)n1)c1cccc(NC(=O)c2ccc(C)s2)c1	1.7	-1.4	9	10	68	-6	3.6	54	1.3	-54
C=CCOc1ccc(C2/C(=C(\O)c3ccc4c(c3)CC(C)O4)C(=O)C(=O)N2CCN2CCOCC2)cc1OCC (centres undefined)	-2.9	-1.8	-1	4	-5	-2	0.9	-10	-0.4	10
O=C(N/N=C/C=C\c1ccco1)c1cccnc1	0.8	-0.6	-1	-2	-9	-2	-0.4	-37	0.0	37
COc1ccc(S(=O)(=O)N2CCC(C(=O)N[C@H](C(=O)N3CCCCCC3)C(C)C)CC2)cc1	0.5	-0.3	-1	1	-4	-4	5.2	-2	-0.8	2
CCOc1ccc(-c2nc(S(=O)(=O)c3ccccc3)c(NCc3cccnc3)o2)cc1	-1.8	-0.7	nt	-4	5	-1	5.6	17	-0.5	-17
O=P(OC1CCCCC1)(OC1CCCCC1)C(O)c1c(Cl)cccc1Cl (centres undefined)	0.9	-1.1	nt	-3	3	-2	-3.1	4	-2.1	-4
CC(=O)NC(c1cccc([N+](=O)[O-])c1)c1ccc2cccnc2c1O (centres undefined)	11	-0.2	-3	-5	nt	-2	nt	-9	nt	9
NS(=O)(=O)c1ccc(N=Nc2c[nH]c(=O)c(O)c2)cc1	2.7	nt	9	-17	-6	-9	-0.7	10	0.4	-10
Cc1nnc(NC(=O)C2CCN(c3cnccn3)CC2)s1	2.1	-0.1	nt	25	-2	nt	3.3	-18	-0.4	18
Cc1nc(Nc2ccccc2)sc1C(=O)Nc1ccccc1	-1.0	0.0	15	-7	62	-8	3.1	43	-0.2	-43
COc1ccc(C(CNC(=O)c2ccc3c(c2)C(=O)N(CCC(C)C)C3=O)N2CCOCC2)cc1 (centres undefined)	0.3	-0.9	-3	12	-10	5	0.7	3	0.4	-3
CCc1nnc(NC(=O)Cc2ccc(OC)cc2)s1	2.5	-2.6	-2	-1	nt	-2	1.7	-7	0.9	7
CCC(C)(C)N1CC(=O)N(Cc2ccccc2)C(c2ccc(OC)cc2)C1=O (centres undefined)	2.6	nt	-2	1	8	-5	3.6	-4	-0.1	4
NC(=O)c1cc2cc(Cl)ccc2oc1=Nc1cccc(C(F)(F)F)c1	0.8	-0.1	0	1	-4	nt	1.7	-3	1.5	3
O=C(COC(=O)C1=COCCO1)NC1CCCCC1	2.7	-0.1	7	1	15	nt	0.9	-29	3.2	29
COc1ccc2oc(C(=O)OCC(=O)Nc3cccc(S(=O)(=O)N4CCOCC4)c3)c(C)c2c1	1.2	-3.9	-6	5	2	-5	-0.3	58	-0.7	-58
Fc1ccc(-c2cc(-c3ccccc3)nc(-n3cccn3)n2)cc1	1.4	-3.7	0	-2	10	-6	-0.8	60	0.8	-60
Cc1ccccc1NC(=O)CC1S/C(=N/c2nccs2)N(C)C1=O (centres undefined)	2.9	-3.9	-1	-5	nt	-4	-0.4	58	-0.3	-58
COC(=O)c1ccc(NC(=O)c2cccc(NC(=O)c3ccccc3)c2)cc1	2.2	-2.1	-1	1	nt	-1	4.3	73*	-1.7	-73
CCCc1cc(=O)[nH]c(SCC(=O)c2ccc(S(=O)(=O)N3CCCC3)cc2)n1	3.2	-1.1	5	44	nt	-1	1.7	0	-3.1	0
CC(C)NC(=O)c1ccc2c3n(nc2c1)-c1ccccc1CO3	1.6	-1.9	18	0	-13	-6	1.6	19	0.4	-19
O=C1CCN(Cc2ccccc2)N1	1.7	-2.0	0	-12	5	4	1.4	nt	1.3	nt
Cc1c(/C=N\NC(=O)c2csc3ccccc23)cnn1C	0.2	-0.5	6	-7	30	11	2.1	16	-0.2	-16
CC(=O)c1c(Nc2cccc(F)c2)oc(C)cc1=O	4.8	0.0	0	2	13	-5	5.9	-28	3.2	28
O=S(=O)(c1ccc2c(c1)oc1ccccc12)N1CCOCC1	0.5	-2.0	nt	-7	nt	-1	5.0	5	-0.1	-5
Cn1c(=O)c2c(nc(CN3CCN(C(=O)c4ccco4)CC3)n2CC(N)=O)n(C)c1=O	0.6	-2.1	-1	-6	8	-3	-0.3	-8	-0.5	8
NC(=O)c1cccc(C(N)=O)n1	-1.4	0.0	-1	-3	-9	6	1.1	-37	0.3	37
CCOC(=O)c1cn(Cc2cccc(Cl)c2)c2cc(C)nn2c1=O	-0.7	0.5	-1	11	nt	2	1.4	-16	0.0	16
FC(F)(F)c1cnc2c(-c3ccccc3)n[nH]c2c1	5.6	-1.6	?	-14	13	3	nt	-18	nt	18
CCCCn1cnc2c(SCc3ccc(Cl)cc3)nc(N)nc21	2.8	-0.3	3	-4	18	-9	nt	20	nt	-20
Nc1c(C(O)(C(F)(F)F)C(F)(F)F)cc(C(O)(C(F)(F)F)C(F)(F)F)c2ccccc12	nt	-1.7	nt	14	2	-4	3.5	-11	0.6	11
COc1ccc(C(=O)COC(=O)CN2C(=O)C3C4CCC(C4)C3C2=O)cc1 (centres undefined)	-0.1	-1.5	-2	1	-6	-1	2.1	0	-0.9	0
O=C(O)c1cccc(-n2nnnc2SCc2ccccc2Cl)c1	2.2	-0.8	-1	4	0	-5	2.7	-5	2.9	5
O=C(CCn1cnc2ccccc2c1=O)Nc1cccc(Cl)c1Cl	3.1	-0.2	0	-1	-2	nt	4.0	2	3.2	-2
COc1ccc(C(=O)NCCc2c[nH]c3ccccc23)cc1[N+](=O)[O-]	0.7	0.6	3	0	-1	-2	1.1	31	1.5	-31
N/C(=N\OC(=O)c1cc(Cl)ccc1Cl)c1ccncc1	4.1	-2.5	-4	0	32	0	0.8	-45	1.1	45
COc1ccc(-c2cc(-c3ccccc3O)[nH]n2)cc1	4.0	-2.7	nt	15	38	-1	4.8	55	2.6	-55
C/C(CC(=O)NCc1ccccc1Cl)=N/NC(=O)c1ccccn1	1.3	-1.6	-1	5	12	nt	-1.0	nt	0.3	nt
COc1ccccc1NC(=O)c1nnn(CC(=O)Nc2ccccc2)c1N	1.9	-2.1	-6	1	12	1	-0.8	3	-1.8	-3
O=C(NCC1CCCN1S(=O)(=O)c1cccs1)c1ccc([N+](=O)[O-])cc1 (centres undefined)	3.6	-1.5	-2	-11	14	nt	4.7	-3	1.0	3
O=C(Nc1cccc(S(=O)(=O)N2CCOCC2)c1)c1ccc2ccccc2n1	-0.6	-2.4	3	0	12	6	1.5	nt	0.3	nt
Cc1nc(SCC(=O)O)c2oc3ccccc3c2n1	1.4	-0.5	-4	3	nt	-8	2.5	-15	-1.2	15
CCN(C(=O)Cn1c(=O)oc2ccccc21)C1CCS(=O)(=O)C1 (centres undefined)	3.0	-0.3	nt	-10	nt	nt	7.6	-28	-3.3	28
COc1ccc(N2CCN(C(=O)c3ccc(-n4nc(C)cc4C)cc3)CC2)cc1	1.0	-0.2	nt	-1	-4	nt	1.8	-12	-1.2	12
CCOc1ccc(CN(C)C(=O)c2ccc(NS(=O)(=O)c3ccc4[nH]c(=O)[nH]c4c3)cc2)cc1	4.6	-2.0	1	-4	14	13	0.9	12	2.4	-12
CCOc1ccc(N2CC(=O)N(c3ccc(OCC)cc3)CC2=O)cc1	3.0	0.5	nt	-3	-4	0	-0.3	1	-2.4	-1
Cc1ccc(CCN2CC(C(=O)NCCCN3CCCCCC3)CC2=O)cc1 (centres undefined)	2.5	-0.7	nt	-11	4	-1	1.1	nt	-1.2	nt
O=C(NC(=S)NC1CCCc2ccccc21)c1ccc(F)cc1 (centres undefined)	1.1	-1.1	-3	11	-15	-2	4.0	17	0.9	-17
CCc1c(C)sc2nc(C(C)C)nc(SCC(=O)N3CCc4ccccc4C3)c12	0.2	nt	0	nt	nt	nt	0.4	nt	-1.2	nt
New compounds follow
SMILES	phage Ecoli inh	CAL PDZ FP-1	Wnt bcat act	Tat transport	MITF act	CAL PDZ FP-2	AddAB inh	SR-BI DiI inh	Ecoli viability	SR-BI DiI-HDL act
CC(C)=C1SC(N2CCN(c3cccc(C)c3)CC2)=NC1=O	0.5	-1.2	nt	19	-7	-5	2.4	-20	1.6	20
Cc1ccc(O)c(NC(=O)c2noc(C(C)C)c2[N+](=O)[O-])c1	1.3	-1.6	-2	-8	21	nt	2.0	-3	2.3	3
C=CCN1C2CCCC1CC(NC(=O)Nc1cccc(C(C)=O)c1)C2 (centres undefined)	6.0	-3.7	-1	-1	nt	0	0.8	13	-3.3	-13
Cc1ccc(NC(=O)CN2CCc3ccccc3C2)cc1	4.3	-1.1	nt	0	nt	-7	1.1	-17	1.8	17
CN1C(=O)CC(N2CCN(CCN=CC3=C(O)CC(C)(C)CC3=O)CC2)C1=O (centres undefined)	1.4	0.2	0	-8	nt	-3	1.3	-10	-3.2	10
N#Cc1ccc(CSc2nc(N)cc(=O)[nH]2)cc1	1.2	-0.2	0	0	nt	1	2.4	5	0.0	-5
O=C(CN1C(=O)CSc2ccc(S(=O)(=O)N3CCOCC3)cc21)NCCCN1CCc2ccccc2C1	5.0	-2.4	-2	-3	-7	-4	1.1	-7	0.3	7
O=C(O)CSc1nnc(SCc2cccc3ccccc23)s1	-0.6	-0.6	nt	7	-6	-5	1.3	-11	0.8	11
O=C(Nc1ccc(S(=O)(=O)NCc2ccco2)cc1)c1ccncc1	2.4	-1.7	nt	-11	-20	-1	1.0	-5	-0.3	5
Cc1ccc(NC(=O)c2ccc(NC(=O)C3CCCCC3C(=O)O)cc2)cc1 (centres undefined)	2.8	-1.2	14	4	-11	-1	0.9	32	1.3	nt
Oc1ccccc1-c1nc(NCc2cccnc2)c2ccccc2n1	2.0	0.6	1	6	-12	-1	-0.2	40	2.0	-40
CCOC(=O)C1CCCCN1Cc1ccc(F)c(Br)c1 (centres undefined)	0.9	-1.3	nt	-2	nt	-5	0.5	-26	-0.5	26
COc1ccc(-c2cc(-c3n[nH]c(=S)n3-c3ccccc3OC)[nH]n2)cc1	0.6	-0.4	-2	-9	4	-3	2.1	-5	2.3	5
Cn1nc(CC(=O)Nc2cccc3ncccc23)c2ccccc2c1=O	-0.2	-0.2	0	-4	-2	-2	0.5	2	1.8	-2
Cc1ccc(NC(=O)c2cc(C)n(-c3cccc(C)c3)c2C)cc1	1.7	-0.4	-12	8	18	nt	1.3	8	1.7	-8
C=CCNC(=S)NNC(=O)c1ccco1	3.6	-0.3	-2	6	-2	0	0.2	-7	-1.6	7
